Bioassay records as filed in PubChem.
pAkt inh: inhibitors of Akt phosphorylation; Neuro2A IGF-stimulated pAkt S473 HTRF, 20 min; active compounds read low; activity change, % for hits at 50 µM; 360,000 compounds, 0.32% hits; in the data active means activity change below about -80%; inconclusive means mostly about -51% to -80%; further: on the % scale 0 is the no-effect control and ±100 the full control effect
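Single-point screen (50 µM final compound) in Neuro2A cells stimulated 20 min with 6 nM IGF at 37 deg C. After lysis, Ser473-phosphorylated Akt read by HTRF (ex 330 nm, em 615/665 nm) as the 665/615 ratio.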
EPAC2 ag: EPAC2 (human) agonism; EPAC2 activation, biochemical qHTS; response scale: 100% = 6.5 mM cAMP response; Potency, µM (titrated, usually from 154 µM), without a hit: at the highest dose activation, usual class: activators; 360,000 compounds, 0.079% hits; further: potency means the concentration at half of the fitted maximal effect; nearly all actives have a fitted effect of over 50% in size
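Setup: EPAC2 100 nM, labeled Rap1B complex 250 nM, free GDP 50 uM. Compound titrations pinned in, brief spin, 5 min room temperature incubation. Kinetic fluorescence read over 30 min, normalized to 6.5 mM cAMP.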
PTHR1 agonist: PTHR1 (human) receptor agonism. Q03431. HEK293 GP2 PTHR1 cells, GloSensor cAMP luminescence, 1 h. AID 743266. Potency, µM (series often up to 115 µM), for the others: top-dose activation, hits mostly activators. 410,000 compounds, 0.075% hits; further: potency means the concentration at half of the fitted maximal effect; nearly all actives have a fitted effect of over 55% in size; some results filed as inactive show a strong effect at the top dose; inactives centre near -15; many of its hits are not listed in these tables
Target sequence (Q03431 whole entry, looked up): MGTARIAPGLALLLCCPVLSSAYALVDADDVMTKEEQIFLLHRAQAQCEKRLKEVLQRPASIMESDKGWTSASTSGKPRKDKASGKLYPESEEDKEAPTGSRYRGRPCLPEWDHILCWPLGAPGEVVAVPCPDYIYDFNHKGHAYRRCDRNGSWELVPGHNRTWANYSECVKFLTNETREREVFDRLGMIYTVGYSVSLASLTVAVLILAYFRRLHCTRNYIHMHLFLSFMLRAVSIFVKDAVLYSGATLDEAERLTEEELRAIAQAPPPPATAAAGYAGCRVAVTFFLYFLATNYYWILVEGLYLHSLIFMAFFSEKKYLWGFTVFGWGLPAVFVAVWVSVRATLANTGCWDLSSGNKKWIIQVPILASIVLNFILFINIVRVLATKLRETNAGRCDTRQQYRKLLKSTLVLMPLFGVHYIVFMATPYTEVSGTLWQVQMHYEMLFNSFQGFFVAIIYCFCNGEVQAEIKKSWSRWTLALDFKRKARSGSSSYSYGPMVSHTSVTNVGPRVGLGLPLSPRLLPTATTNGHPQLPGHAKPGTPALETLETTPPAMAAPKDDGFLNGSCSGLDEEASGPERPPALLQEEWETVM
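HEK-293-derived GP2 cells expressing PTHR1 and a GloSensor cAMP reporter, 3,000/well, plated overnight, given luciferin plus IBMX (each 0.5 mM as added) for 1 h at 37 °C, then compound for 1 h at 37 °C. Luminescence was read after 15 min at room temperature.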
D3 antag: blocks the human D3 dopamine receptor; 360,000 compounds, 2.5% hits; AID 652054; D3R cells, DiscoveRx beta-arrestin luminescence, antagonist mode; active compounds read low; max response, negative = inhibition, %; in the data active means max response below about -50%; inconclusive means no clear call, values can overlap the other calls; further: on the % scale 0 is the no-effect control and ±100 the full control effect; mostly tested at two doses, the higher about 12 µM
Target sequence (P35462 whole entry, looked up): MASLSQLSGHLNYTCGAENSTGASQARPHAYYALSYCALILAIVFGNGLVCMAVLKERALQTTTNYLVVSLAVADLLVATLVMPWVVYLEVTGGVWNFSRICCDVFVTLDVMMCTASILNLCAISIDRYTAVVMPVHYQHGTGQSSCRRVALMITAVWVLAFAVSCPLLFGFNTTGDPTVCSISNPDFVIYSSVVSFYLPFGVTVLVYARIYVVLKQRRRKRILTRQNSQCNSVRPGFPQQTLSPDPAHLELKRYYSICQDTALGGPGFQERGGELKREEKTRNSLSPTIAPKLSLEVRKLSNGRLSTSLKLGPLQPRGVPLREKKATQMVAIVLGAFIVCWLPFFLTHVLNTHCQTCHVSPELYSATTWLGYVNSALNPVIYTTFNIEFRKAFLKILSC
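Cells expressing the human receptor were seeded at 1500 cells/well, incubated overnight at 37 degrees C in 5% CO2, then exposed to library compounds with dopamine controls for 90 minutes at 37 degrees C before luminescent detection.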
D3 ag: D3 dopamine receptor (human) agonism. P35462. max activation, %. D3R DiscoveRx beta-arrestin cells, luminescence, 90 min. 410,000 compounds, 0.58% hits; in the data active means max activation above about 30%; further: 0% is about no effect; mostly tested at two doses, the higher about 12 µM
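Agonist-mode cell screen: cells plated at 1500/well and incubated overnight at 37 °C, then exposed to library compounds for 90 min at 37 °C. Detection reagent was added for 30–60 min at room temperature, and luminescence was read.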
Mm-Cpn inhibitor: M. maripaludis TRiC chaperonin inhibition | purified Mm-Cpn ATPase, ADP Transcreener TR-FRET | AID 504842 | Potency, µM (top dose mostly 76.9 µM), for inactives: at the highest dose activity, negative = inhibition, hits mostly inhibitors | 330,000 compounds, 0.031% hits; further: potency means the concentration at half of the fitted maximal effect; on the % scale 0 is the no-effect control and ±100 the full control effect; nearly all actives have a fitted effect of over 80% in size
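ATP (10 uM final) was added to archaeal chaperonin (25 nM final) after 10 min exposure to test compound at 37°C; after 30 min further incubation, ADP was detected by competitive TR-FRET.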
EPAC2 antagonist: EPAC2 (human) antagonism | AID 720708 | 360,000 compounds, 0.18% hits | Potency, µM (top dose mostly 114 µM), for the others: at the top dose activity, negative = inhibition, usual class: inhibitors | EPAC2 GEF exchange of Rap1B-BODIPY-GDP, fluorescence; further: potency means the concentration at half of the fitted maximal effect; on the % scale 0 is the no-effect control and ±100 the full control effect; nearly all actives have a fitted effect of over 45% in size; many of its hits are not listed in these tables
CCT modulator: modulators of cytosolic chaperonin (CCT/TRiC) activity; 360,000 compounds, 0.3% hits; activity change, % (test concentration not listed), hits read low; purified chaperonin ATPase assay, HTRF ADP detection, 30 min; in the data active means activity change below about -30%; further: on the % scale 0 is the no-effect control and ±100 the full control effect
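First, chaperonin was dispensed at 40 nM or 20 nM final depending on batch activity. Next, compounds were pinned at 76 uM and ATP added at 10 uM. After 30 min at 37 °C, ADP detection reagents ran 30 min at ambient temperature.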
Starred values were filed as active, the others as inactive; i = inactive; ? = inconclusive; · = no result given; & = joins results of further samples; [ ] = dose if it differs, or a comment. Unless noted, the call rests on the fitted dose curve; in most records, active means well fitted curve in the direction sought with a large enough effect; inconclusive means small, poorly fitted or top-dose-only effect, or another doubt; inactive means no such curve, though single readings can be large; an effect the other way counts as inactive or inconclusive. These rows are one share of the data (hit frequency here may not be typical).

SMILES | pAkt inh | EPAC2 ag | PTHR1 agonist | D3 antag | D3 ag | Mm-Cpn inhibitor | EPAC2 antagonist | CCT modulator
CCCC(NC(=O)c1ccc(Br)o1)c1nc2ccccc2[nH]1 (stereo not given) | i | 1% | i | 9 | -13 | 0% | 0% | -2.8
NS(=O)(=O)c1ccc(CCNc2cc(=O)n(Cc3ccc(F)cc3)c(=O)[nH]2)cc1 | · | -6% | -1%[57.5 µM] | 17 | 2 | 2% | -1% | -1.3
CC(C)(C)Cc1c(-c2ccco2)nc2ccc(Cl)cn12 | i | 11% | -6% | 17 | 5 | · | ? | 0.5
COCCCNC(=O)c1ccc(CNS(=O)(=O)c2ccc(NC(C)=O)cc2)cc1 | i | 2% | i | 13 | -1 | 2% | 5% | -0.2
NNc1nc(-c2ccccc2)cc(-c2ccccc2O)n1 | i | 18% | -15% | -100* | -86 | -2% | -5% | -2.9
CCOc1ccc2c(C)c(C(=O)O)oc2c1OCC | i | 13% | 7% | -7 | -5 | -2% | -4% | -7.4
COCCNC(=O)CNS(=O)(=O)c1ccc2nc(C)sc2c1 | i | 4% | i | -4 | -8 | 0% | -5% | -14
O=C(COC(=O)c1ccc(S(=O)(=O)N2CCOCC2)cc1)NCc1cccs1 | i | 2% | i | 10 | 8 | 1% | 8% | -0.5
Cc1cc(C)c(NC(=O)CNC(=O)Cc2sc(C)nc2-c2ccc(F)cc2)c(C)c1 | i | -17% | -19% | 6 | 2 | 2% | 8% | -1.2
COc1ccc(S(=O)(=O)N2CCCCC2)cc1NC(=O)c1ccccc1 | i | 5% | -5% | -4 | 2 | 0% | 7% | -3.2
Cc1ccc(C)c(N2CCN(C(=O)C34CC5CC(C3)CC(n3nnc(C)n3)(C5)C4)CC2)c1 | i | 8% | -35%[inhibitor] | 12 | 27 | -2% | -2% | -3.0
COC(=O)C(CO)Nc1ncnc2onc(-c3ccc(F)cc3)c12 (stereo not given) | i | -3% | i | 1 | 12 | 0% | -11% | 3.3
O=C(Cn1ccc2cc(S(=O)(=O)N3CCCCC3)ccc21)NCc1ccccc1F | i | 13% | -31%[inhibitor] | 6 | 3 | 3% | -8% | -4.0
O=C(NCC(=O)N1CCN(Cc2ccc3c(c2)OCO3)CC1)c1ccccc1F | i | 6% | i | 4 | 8 | 1% | -6% | 1.7
COc1ccc2cc(C(=O)C3CCCN(C(=O)C4=NN(C)C(=O)CC4)C3)ccc2c1 (stereo not given) | i | 5% | -3% | 3 | 2 | 0% | -8% | -0.1
Cc1cc(C)c(C)c(OCCCCN2CCCCC2)c1 | i | 1% | -2% | -55* | -24 | 0% | -6% | 0.8
CCOC(=O)c1ccc2c(c1)NCc1cccc(OC)c1O2 | i | 16% | -30%[inhibitor] | -8 | -2 | -2% | -17% | -0.6
CC1(C)C2CCC1(CS(=O)(=O)NCCc1c[nH]c3ccccc13)C(=O)C2 (stereo not given) | i | 1% | -5% | 8 | 21 | 1% | -1% | -0.1
COC(=O)CN1C(=O)[C@H]2[C@@H](c3ccc(C)o3)N3C(=O)CN(CC4CC4)C(=O)[C@@]3(Cc3ccccc3)[C@H]2C1=O | i | 0% | 2% | -7 | 8 | 1% | 7% | 0.6
CCC(C)n1c(SCC(=O)NC(=O)Nc2ccc3c(c2)OCCO3)nc2ccccc2c1=O (stereo not given) | i | 21% | -11% | 25 | 17 | 0% | -7% | 0.1

Single values from the results shown.
EPAC2 ag, COCCCNC(=O)c1ccc(CNS(=O)(=O)c2ccc(NC(C)=O)cc2)cc1 reads 2%
EPAC2 ag, CC(C)(C)Cc1c(-c2ccco2)nc2ccc(Cl)cn12 reads 11%

The results go on:
SMILES | pAkt inh | EPAC2 ag | PTHR1 agonist | D3 antag | D3 ag | Mm-Cpn inhibitor | EPAC2 antagonist | CCT modulator
CC(Oc1cc(-c2ccccc2)cc2ccccc12)C(=O)N1CCOCC1 (stereo not given) | i | 3% | i | 29 | 0 | -4% | 0% | -2.3
CCCCCN(C(=O)CCC(=O)OCC(=O)Nc1cccc(CC)c1)c1c(N)n(CCCC)c(=O)[nH]c1=O | i | -17% | -24% | 10 | 4 | -4% | 3% | -1.3
CC(C)C(=O)N(c1ccc(F)cc1)C1C=CS(=O)(=O)C1 (stereo not given) | i | -7% | ? | 30 | 2 | -2% | 19% | 1.9
Cc1cccc(CSc2nnc(Cn3c(=O)sc4ccccc43)n2C)c1 | i | 1% | i | 16 | 3 | -4% | -13% | 0.1
O=C(NC(=O)c1ccc(F)cc1)Nc1nc(-c2cccs2)cc(C(F)(F)F)n1 | i | 2% | -12% | -20 | 1 | 0% | 15% | 0.2
CC(C)C(CC(=O)NCc1ccco1)c1ccco1 (stereo not given) | i | -4% | i | -5 | 1 | 0% | 0% | 1.0
Cc1nn(C)cc1C(=O)Nc1ccccc1Br | i | 7% | i | -2 | 2 | 1% | 6% | -1.4
Cc1ccccc1-n1c(SCc2csc(Nc3ccccc3)n2)nnc1-c1cccnc1 | i | -1% | -40%[inhibitor] | 17 | -7 | -1% | 5% | -2.2
C#CC1(NC(=O)NS(=O)(=O)c2ccc(C)cc2)CCCCC1 | i | 4% | i | -1 | -6 | -1% | ? | -0.3
CCOc1cc(S(=O)(=O)n2nc(C)cc2C)ccc1Br | i | 3% | -12% | 12 | 7 | 1% | -30% | -2.5
CCOc1ccc2[nH]c3c(NCCOC)ncnc3c2c1 | i | 9% | i | -24 | -9 | 0% | 4% | 0.3
CC(=O)c1ccc(S(=O)(=O)NCC(=O)N2CCN(C/C=C/c3ccccc3)CC2)cc1 | i | -2% | -96%[inhibitor] | -11 | 43* | -1% | -13% | 0.2
NS(=O)(=O)c1ccc(N/N=C/c2ccc3c(c2)OCO3)c([N+](=O)[O-])c1 | i | -11% | -14% | -11 | -3 | -6% | -8% | 0.0
Fc1ccc(C2CC(c3cccs3)=NN2c2ccccc2)cc1 (stereo not given) | i | 4% | i | 7 | 3 | -3% | -7% | -3.8
N#CC(=NCc1cccnc1)C1=C(O)c2ccccc2C1=O | i | 5% | i | 0 | -2 | 0% | 1% | -0.4
CCC(C)Sc1ccc(-c2nc3cc(C)ccn3c2NC2CCCCC2)cc1 (stereo not given) | i | 4%&-7% | i | ? | 2&5 | 0% | -4%&-13% | -1.0&-0.7
CCOc1ccc(NC(=O)CSc2nnc(CCNC(=O)c3ccc(OC)cc3)n2C)cc1 | i | 8% | ? | -6 | -15 | 3% | -5% | -2.3
O=C(NC1CCCCC1)C(c1ccccc1F)N(Cc1ccco1)C(=O)Cn1nnc2ccccc21 (stereo not given) | · | 0%[15.6 µM] | -7%[57.5 µM] | 0 | -5 | 0% | 0% | 0.2
COc1ccc(C(=O)OCC(N)=O)cc1[N+](=O)[O-] | i | 4% | i | 0 | -7 | 3% | -3% | -5.4
CC(=O)C1=C(O)C(=Cc2ccccc2)OC1=O | i | -14% | i | 1 | 2 | · | -6% | -1.7

Filtered by structure: the entries above with a thiophene ring, fused or not (3)
SMILES | pAkt inh | EPAC2 ag | PTHR1 agonist | D3 antag | D3 ag | Mm-Cpn inhibitor | EPAC2 antagonist | CCT modulator
O=C(COC(=O)c1ccc(S(=O)(=O)N2CCOCC2)cc1)NCc1cccs1 | i | 2% | i | 10 | 8 | 1% | 8% | -0.5
O=C(NC(=O)c1ccc(F)cc1)Nc1nc(-c2cccs2)cc(C(F)(F)F)n1 | i | 2% | -12% | -20 | 1 | 0% | 15% | 0.2
Fc1ccc(C2CC(c3cccs3)=NN2c2ccccc2)cc1 (stereo not given) | i | 4% | i | 7 | 3 | -3% | -7% | -3.8

(further entries)
SMILES | pAkt inh | EPAC2 ag | PTHR1 agonist | D3 antag | D3 ag | Mm-Cpn inhibitor | EPAC2 antagonist | CCT modulator
Cn1cc([N+](=O)[O-])c(C(=O)N/N=C/c2cc3c(cc2Br)OCO3)n1 | i | -1% | 7% | -26 | -23 | -1% | 3% | -0.8
O=C(Nc1ccc([N+](=O)[O-])cn1)C1CC1 | i | 1% | i | 16 | 5 | 0% | -3% | 0.9
CC(=O)c1cccc(NC(=O)c2ccc(-c3ccccc3[N+](=O)[O-])o2)c1 | i | 7% | -46%[inhibitor] | 11 | 0 | 0% | ? | -0.8
Cc1cc(C)nc(N2CCC(C(=O)NCc3ccccc3)CC2)n1 | i | -3% | -11%[57.5 µM] | 21 | 2 | 1% | 1% | 0.2
CCN(CC)c1ccc(C=N/C(C#N)=C(\N)C#N)cc1 | i | -22% | i | -2 | -1 | -4% | 18% | 1.6
CC(C)(C)NC(=O)C1CCN(S(=O)(=O)c2cccc(C(F)(F)F)c2)CC1 | i | -3% | i | 16 | 1 | 4% | 8% | -2.0
COc1ccc(CC(=O)OCC(=O)NC2CC2)cc1 | i | 6% | i | 4 | 5 | -2% | 4% | -0.5
Cc1noc(C)c1CSc1nnc2cc(C)c3ccccc3n12 | i | -7% | -7%[57.5 µM] | 0 | 2 | -3% | -2% | 2.7
CC(C)(C)c1ccc(C(=O)NCc2nnc(SCC(=O)NC3CCCC3)o2)cc1 | i | -6% | -29% | 12 | -8 | -3% | -1% | -2.6
O=[N+]([O-])c1cccc(/C([O-])=C(/C(=S)Nc2ccccc2)[n+]2ccccc2)c1 | i | -3% | i | 3 | -6 | -2% | 3% | -1.7
O=C(c1ccccc1-c1nc(-c2ccccc2)no1)N1CCOCC1 | i | -2% | -27%[57.5 µM] | 13 | 0 | -2% | 7% | -1.8
COc1ccc(OC)c(CN2CCN(C(=O)[C@@H](NC(=O)c3cccc(C)c3)C(C)C)CC2)c1 | i | 13% | i | -6 | -12 | 0% | 1% | -0.7
O=C(O)c1cc([N+](=O)[O-])cc2ccccc12 | i | 3% | -11% | 11 | 9 | · | 1% | -2.0
O=C1CCc2cc(NS(=O)(=O)c3cc(F)ccc3F)cc3c2N1CC3 | i | -3% | i | -18 | 2 | 0% | 1% | 2.8
Cc1ccc(C)c(S(=O)(=O)N2CCCOC2CNC(=O)C(=O)NCCCN2CCOCC2)c1 (stereo not given) | i | 5% | -5% | -9 | -8 | 2% | -4% | -2.5
O=C(CCS(=O)(=O)c1ccccc1)Nc1nncs1 | i | -5% | -11% | 1 | 1 | 2% | 3% | -1.2
CCSc1nsc(NC(=O)Nc2ccccc2OC)n1 | i | 6% | -39%[inhibitor] | 24 | 0 | ? | 3% | 1.3
CS(=O)(=O)N(CC(=O)N/N=C/c1ccccn1)c1ccc(Oc2ccccc2)cc1 | i | 3% | -53%[inhibitor] | -5 | -4 | -3% | -14% | -0.7
CCCCNC(=O)CCCCn1c(=S)[nH]c2c([nH]c3ccc(OC)cc32)c1=O | i | -5% | i | 4 | 1 | 0% | 1% | -0.5
